Source: PubChem (Sanford-Burnham Center for Chemical Genomics)
TIM10 inh – growth inhibitors of isogenic TIM10 control yeast, primary screen, counter-screen for tim10-1 yeast inhibitor project, luminescence, uHTS; S. cerevisiae TIM10 strain growth, BacTiter-Glo luminescence, 24 h; inhibition, % at 10 µM; 1.4% of 330,000 active;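 active = inhibition of 40% or more at the single tested concentration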;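 also: wild-type TIM10 isogenic control strain grown at permissive 25 °C; 0% = DMSO yeast wells and 100% = minimal medium wells without yeast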
tim23-1 inh – growth inhibitors of tim23-1 mutant yeast, primary screen, luminescence, uHTS. AID 463212, 2010. S. cerevisiae tim23-1 growth, BacTiter-Glo luminescence, 24 h. 1.3% of 330,000 active. inhibition, % at 20 µM;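 active = growth inhibition of the mutant yeast at or above 50%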;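 also: temperature-sensitive mutant grown at 25 °C; plate controls were DMSO-treated mutant yeast for no effect and medium wells lacking yeast for full effect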
MIN6 prolif – inducers of MIN6 beta-cell proliferation, primary screen, ATP luminescence, uHTS; MIN6 cells proliferation, ATPlite luminescence, 48 h; cells starved in 0.2% serum; 100% = growth in 10% serum; proliferation, % at 10 µM; 0.29% of 330,000 active;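 active = compounds whose signal lies at least 3.5 SD above the mean of all wells on their plate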;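 also: 0% = DMSO-treated cells in low-serum medium and 100% = 10% serum control; some compounds called inactive have numbers as strong as hits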
MPTP inh – mitochondrial permeability transition pore inhibitors, primary screen, biochemical, isolated mouse mitochondria, absorbance | AID 602449, 2012 | Ca2+ swelling absorbance, 30 min | inhibition, % at 10 µM | 1.4% of 360,000 active;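 active = inhibition of 50% or more, scaled per plate between neutral and stimulator controls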;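 also: 0% = DMSO wells given calcium and 100% = 1 mM EGTA wells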
NR3A LBD binder – binders of NR3A ligand-binding domain, primary screen, biophysical, differential scanning fluorimetry, uHTS; Glutamate receptor ionotropic, NMDA 3A (GRIN3A) ligand-binding domain; NR3A LBD differential scanning fluorimetry, Tm shift; 0% = protein alone, 100% = glycine-bound protein; Tm shift relative to glycine control, % at 25 µM; 2.5% of 340,000 active; AID 1259313, 2017;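 active = melting temperature shift of at least 10% of the positive control shift, at one fixed dose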
NLRP3 yeast inh – NALP3 inflammasome inhibitors in reconstituted yeast, primary screen, luminescence, uHTS | AID 2825, 2010 | inhibition, % at 10 µM | Yeast reconstituted NLRP3/ASC/caspase-1, beta-gal luminescence, 24 h | 0.39% of 330,000 active;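 active = inhibition of 50% or more; inactive = inhibition below 50%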;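 also: plate controls were induced DMSO wells for no effect and uninduced yeast grown without galactose for full effect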
APJ ag – agonists of human apelin receptor APJ, primary screen, CHO-K1 cells, PathHunter beta-arrestin, luminescence; 0.11% of 330,000 active; 0% DMSO wells, 100% apelin; AID 2520, 2010; activation, % at 20 µM; P35414;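 active = activation more than six SD over the plate average, tested at 20 µM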;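 also: 0% = DMSO alone and 100% = apelin-13 at 10 nM; some results filed as inactive read as strong as hits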
Target sequence (P35414 whole entry, looked up): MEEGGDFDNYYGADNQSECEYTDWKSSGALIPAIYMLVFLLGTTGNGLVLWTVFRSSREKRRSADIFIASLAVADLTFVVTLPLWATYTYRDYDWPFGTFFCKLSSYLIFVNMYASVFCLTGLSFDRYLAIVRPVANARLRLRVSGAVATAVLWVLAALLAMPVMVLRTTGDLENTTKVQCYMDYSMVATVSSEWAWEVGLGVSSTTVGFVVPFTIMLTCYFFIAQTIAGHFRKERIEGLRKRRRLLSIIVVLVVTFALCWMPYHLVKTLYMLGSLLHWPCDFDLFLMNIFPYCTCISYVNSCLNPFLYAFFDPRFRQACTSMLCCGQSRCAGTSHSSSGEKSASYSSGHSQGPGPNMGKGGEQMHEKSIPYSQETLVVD
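Assay system: CHO-K1 cells stably expressing ProLink-tagged human APJ and arrestin–beta-gal acceptor. Compound dosing: 20 µM single point, 1% DMSO. Times: 16-18 h seeding, 90 min dark compound exposure, 60 min detection. Detection: beta-gal luminescence. Evaluation: APJ–arrestin association signal. Controls: negative DMSO alone, positive Apelin-13 at 10 nM.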
tim10-1 inh – growth inhibitors of tim10-1 mutant yeast, primary screen, luminescence, uHTS | S. cerevisiae tim10-1 ts strain growth, BacTiter-Glo, 24 h | 2.2% of 330,000 active | inhibition, % at 20 µM | AID 463190, 2010;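 active = inhibition of at least 40%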;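 also: mutant grown at 25 °C; 0% = DMSO wells with yeast and 100% = wells holding no yeast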
APJ antag – antagonists of human apelin receptor APJ, primary screen, CHO-K1 cells, beta-arrestin complementation, luminescence | P35414 | inhibition, % at 20 µM | 0.32% of 330,000 active | AID 2521, 2010;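 active = inhibition above about 40% at 20 µM, limit read from the data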;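 also: cells challenged with 10 nM apelin-13 agonist together with compound; plate controls were apelin-13 plus DMSO wells for no effect and DMSO wells lacking apelin-13 for full effect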
* hit, by the source's call; . = no result given.

SMILES	TIM10 inh	tim23-1 inh	MIN6 prolif	MPTP inh	NR3A LBD binder	NLRP3 yeast inh	APJ ag	tim10-1 inh	APJ antag
O=C(NC(C1CC1)C1CC1)C1CCC(=O)N(CCCN2CCCC2=O)C1 (centres undefined)	-3	12	1	-0.1	4	1	-2	10	4
CCOC(=O)N1CCN(C(=O)COC(=O)Cc2ccc(OC)cc2)CC1	-9	11	-2	-0.9	-1	23	2	-4	1
O=C(N1CCOCC1)C1(S(=O)(=O)c2ccccc2)CC=CC1	1	11	-1	1.8	2	4	-4	-3	-2
Cc1ccc(NS(=O)(=O)c2ccc(Br)cc2)nc1	-8	12	1	0.1	0	11	2	21	-9
CN1C(=O)c2ccccc2C(C(=O)NCCCN2CCCC2)C1c1c[nH]c2ccccc12 (centres undefined)	11	3	-2	2.6	-1	1	-2	-1	10
CC(=O)N1CCN(C(=S)c2ccc(N(C)C)cc2)CC1	10	9	-2	-1.4	3	1	1	17	17
Cc1ccc(-c2csc3nnc(SCC(=O)Nc4nsc(-c5ccccc5)n4)n23)cc1	3	10	-3	-0.4	2	12	-4	37	20
O=C(NC(C(=O)NCCN1CCOCC1)C12CC3CC(CC(C3)C1)C2)C1CCCCC1 (centres undefined)	14	14	2	0.7	0	8	-4	11	4
COc1ccc(S(=O)(=O)Nc2ccc3c(c2)OCO3)cc1OC	-14	-13	0	0.8	2	8	0	21	-20
Cc1ccc2c(cnn2C(=O)CCC(=O)NC2CCCCC2)c1	-2	0	-1	0.8	1	44	-4	0	19
COc1cc(NC(=O)c2ccccc2)c(OC)cc1NC(=O)CN1CCCCC1	14	15	-2	-0.5	0	10	-1	19	5
COc1ccccc1-c1nc(-c2ccccc2)nc(N2CCN(C)CC2)c1C#N	21	6	-2	4.0	0	13	-2	25	-5
Cc1c(Br)c([N+](=O)[O-])nn1CC(=O)NCC1CCCO1 (centres undefined)	8	-4	2	0.4	-4	20	-2	7	6
C/C(=N/NC(=O)c1ccc(Br)o1)c1cccc(NC(=O)c2ccc(C)o2)c1	16	37	0	-3.9	-9	20	-2	44*	-6
O=C(O)CC1(CC(=O)Nc2cc(C(F)(F)F)cc(C(F)(F)F)c2)CCCCC1	13	23	-2	37	-5	12	-1	15	1
Cc1cc(C)nc(NC(=O)CN2C(=O)c3ccccc3C2=O)n1	-3	2	-2	-0.8	0	12	-1	8	-7
COc1ccc(CCNC(=O)CS(=O)Cc2nc(-c3ccc(C)cc3)oc2C)cc1OC (centres undefined)	5	-2	-3	0.2	-1	-8	-5	13	8
COC(=O)C1CCC(=S)N1C(=O)c1ccccc1 (centres undefined)	8	35	-4	0.7	-1	0	-3	3	14
Cc1ccc(CNC(=O)C2CCN(c3nc(C)cc(C)n3)CC2)cc1	1	-9	-2	1.4	-2	12	-6	-2	22
COC(c1ccccc1)c1nnc(CCC(=O)NCc2ccc3ncccc3c2)o1 (centres undefined)	10	5	-3	1.5	-4	0	-3	24	9
O=C(COC(=O)c1cccc([N+](=O)[O-])c1)Nc1ccc(Cl)cn1	-3	5	4	-1.1	1	11	0	5	-36
CN(C(=O)CSc1ncnc2ccccc12)C1CCS(=O)(=O)C1 (centres undefined)	14	5	1	-1.0	0	13	-4	-8	9
CC(=O)N1CCN(C(=O)c2cccc(S(=O)(=O)N3CCN(c4ccc(F)cc4)CC3)c2)CC1	10	-12	4	-0.5	1	7	1	-6	5
O=C(CC1SC(=Nc2ccccc2F)N(CCN2CCOCC2)C1=O)Nc1ccc(F)cc1F (centres undefined)	11	11	-4	-1.4	0	-8	4	8	4
Cc1cc(C)c(S(=O)(=O)N2CCCCC2CCNC(=O)C(=O)NCc2ccccn2)c(C)c1 (centres undefined)	11	15	6	-0.5	0	11	-3	13	12
C/C(CC(=O)Nc1cccc2c1CCCC2)=N\NC(=O)Cc1ccccc1	10	32	0	-0.4	-2	16	1	1	-19
CC(=O)Nc1ccc(NC(=O)COC(=O)[C@@H](NC(=O)c2ccc(F)cc2)C(C)C)cc1	3	16	-2	0.0	0	16	-1	26	-32
COc1ccc(S(=O)(=O)N2CCC(C(=O)Nc3ccc(F)cc3)CC2)c2cccnc12	-2	10	1	-0.9	-3	5	-2	8	3
COc1ccc(Cc2c(O)nc(SCC(=O)N3CCOCC3)[nH]c2=O)cc1	-15	5	-2	0.8	4	2	-5	-2	-2
NC(=O)COc1ccc2cc(-c3ccc(F)cc3)c(=O)oc2c1	1	13	-5	0.0	1	10	1	16	-10
COc1ccc(-c2nc(SCC(=O)N(CC(C)C)c3c(N)n(Cc4ccccc4)c(=O)[nH]c3=O)n[nH]2)cc1	3	6	-3	0.6	0	7	-6	-6	-30
O=C(NNC(=O)c1ccccc1Cl)c1cccs1	-6	3	-4	1.2	-1	-3	0	-3	-1
Cc1ccc(CCNC(=O)C2CCC(CNc3c(N4CCC(C)CC4)c(=O)c3=O)CC2)cc1 (centres undefined)	-2	-4	-5	-0.5	-2	2	-2	5	-4
CCOC(=O)c1ccccc1NC(=S)N1CCC(C(N)=O)CC1	0	-9	-1	0.0	0	2	-6	-9	-14
O=C(CN1C(=O)NC2(CCCCC2)C1=O)NCCc1ccc(Cl)cc1Cl	-9	-3	-1	-0.5	-1	19	0	-1	6
COc1ccc(OCc2cc(C(=O)N3CCCCCCC3)no2)c(Cl)c1	7	20	3	2.1	-3	14	2	17	14
O=C(Nc1ccccc1C(=O)N1CCCCCC1)c1cccc([N+](=O)[O-])c1	8	16	-3	-0.4	-2	9	0	25	-8
COCCNC(=O)C1Cc2c(ccc3ccccc23)O1 (centres undefined)	-6	1	-4	-1.8	-2	16	-2	5	9
COCCn1c(SCC(=O)NCCc2ccc(OC)c(OC)c2)nc2c([nH]c3ccccc32)c1=O	17	-12	-1	-0.3	0	-8	-4	14	19
O=C(NCCN1C(=O)S/C(=C\c2cccnc2)C1=O)c1cc(S(=O)(=O)N2CCOCC2)ccc1F	7	9	-3	0.2	2	-3	-5	9	-1
COc1ccc(Br)cc1/C=N/NC(=O)c1nc(-c2ccccc2)n2c1CCCCC2	21	13	-1	-0.4	0	1	-1	27	9
O=C(Cc1c(F)cccc1Cl)Nc1ccon1	3	-11	1	-2.2	-1	4	-3	7	-4
CC1(C)Oc2ccc(C(=O)NC3CC3)cc2N(CC(=O)N2CCOCC2)C1=O	-6	7	0	0.3	0	6	1	18	-19
CC1(C)C(=O)Nc2ccccc2N1C(=O)COC(=O)Cn1cnc2ccccc2c1=O	6	13	-3	-1.1	0	-6	2	5	13
O=C(O)Cn1cc(C(=O)C2CC2)c2ccccc21	-2	11	-3	-1.9	-3	-11	-1	10	-5
C#CCNC(=O)C1=C[C@H](c2ccc(Br)cc2)[C@@H](CCCO)[C@H](OCC)O1	8	17	4	-0.7	-1	13	6	6	2
CCN(C(=O)CSc1nnnn1-c1ccc(Cl)cc1)C1CCS(=O)(=O)C1 (centres undefined)	2	10	2	-0.2	-1	15	2	0	-9
O=C(NCCCCNC(=O)c1cccnc1Cl)c1cccnc1Cl	-1	13	0	0.0	0	17	5	-4	4
O=[N+]([O-])c1cccc(S(=O)(=O)N/N=C\c2ccc3c(c2)OCO3)c1	-1	6	-3	-0.1	1	3	1	5	11
Cc1nc(C)c(C(=O)N(c2ccc(F)cc2)C(C(=O)NCC2CCCO2)c2ccccc2)s1 (centres undefined)	-12	14	0	-2.4	-1	11	1	7	-15
(continued)
SMILES	TIM10 inh	tim23-1 inh	MIN6 prolif	MPTP inh	NR3A LBD binder	NLRP3 yeast inh	APJ ag	tim10-1 inh	APJ antag
O=C(c1ccc(NC(=S)Nc2ccc(F)cc2F)cc1)N1CCOCC1	-10	-3	0	0.7	-1	15	-1	-2	-5
O=c1oc(-c2cccs2)nc2ccccc12	3	30	-1	-0.4	-1	-9	-3	23	-3
COc1cccc(NC(=O)CN(C)C(C)C(=O)N2CCCCC2)c1 (centres undefined)	2	10	-4	-0.2	1	6	0	7	8
O=C(NCCc1ccc(Cl)cc1)C1COc2ccccc2O1 (centres undefined)	9	22	-1	0.3	-5	19	3	9	4
COc1ccc(NC2=C(Cl)C(=O)N(c3ccccc3)C2=O)c(OC)c1	10	10	-1	3.3	2	14	-4	17	-1
O=C(Cn1cnc2c(NCc3ccccc3)ncnc21)NCCCN1CCCC1=O	-16	33	.	3.1	0	.	.	7	.
O=[N+]([O-])c1cccc(/C=N/n2c(-c3cccnc3)n[nH]c2=S)c1	3	2	-1	1.0	7	19	-2	16	6
COc1cccc(OCCn2ccnc2)c1	-20	-13	-1	-0.7	-3	1	-5	6	4
CC(=O)c1ccc(NS(=O)(=O)c2ccc3ccccc3c2)cc1	8	18	0	1.8	-13	8	-1	10	13
CCC(=O)N1CCc2cc(S(=O)(=O)CCC(=O)N(C)c3ccc(OC)cc3)ccc21	-10	1	12	-1.0	-1	1	-1	2	13
O=C(Nc1nccs1)c1cc2cc(Cl)ccc2oc1=O	-14	-17	1	1.0	-2	-4	-2	4	-28
O=C(NNC(=O)C1CCCCC1)c1ccc(Br)cc1	-7	-10	1	8.5	0	5	1	-7	-7
CN(C)c1ccc(C2=NOC(CN3C(=O)c4ccccc4S3(=O)=O)C2)cc1 (centres undefined)	4	-8	-1	-0.2	2	9	0	-3	-18
O=C(CN1CCC(Cc2ccccc2)CC1)NC(=O)NC1CCCCC1	26	18	-2	0.1	2	30	-2	-8	12
CC(C)(C)c1cc(NCCCn2ccnc2)n2ncc(-c3ccc(Cl)cc3)c2n1	60*	21	-7	2.7	20*	19	5	35	-55
O=C(/C=C/c1cccs1)c1ccc([N+](=O)[O-])cc1	6	31	-3	4.0	1	8	2	17	-26
O=C(NC(=S)Nc1ncc(Br)cc1Br)c1ccccc1	17	31	-3	-0.9	-4	21	0	9	24
CSc1nsc(SC)c1C(=O)Nc1ccc(Cl)cc1	-2	-6	-3	1.9	-1	41	-1	2	17
O=C1CC(NCc2ccc3c(c2)OCO3)C(=O)N1CCc1ccccc1 (centres undefined)	15	33	-1	-0.9	4	6	-2	17	4
COC(=O)c1ccccc1NC(=S)N(Cc1ccc2c(c1)OCO2)Cc1cc2ccc(OC)cc2[nH]c1=O	11	23	-2	7.7	-4	19	-3	9	17
CC(C)COc1ccc(C(=O)NCc2ccco2)cc1	14	24	-2	1.1	1	36	-4	11	17

Among those listed so far, five have two or more sulfur atoms:
SMILES	TIM10 inh	tim23-1 inh	MIN6 prolif	MPTP inh	NR3A LBD binder	NLRP3 yeast inh	APJ ag	tim10-1 inh	APJ antag
Cc1ccc(-c2csc3nnc(SCC(=O)Nc4nsc(-c5ccccc5)n4)n23)cc1	3	10	-3	-0.4	2	12	-4	37	20
CN(C(=O)CSc1ncnc2ccccc12)C1CCS(=O)(=O)C1 (centres undefined)	14	5	1	-1.0	0	13	-4	-8	9
O=C(NCCN1C(=O)S/C(=C\c2cccnc2)C1=O)c1cc(S(=O)(=O)N2CCOCC2)ccc1F	7	9	-3	0.2	2	-3	-5	9	-1
CCN(C(=O)CSc1nnnn1-c1ccc(Cl)cc1)C1CCS(=O)(=O)C1 (centres undefined)	2	10	2	-0.2	-1	15	2	0	-9
CSc1nsc(SC)c1C(=O)Nc1ccc(Cl)cc1	-2	-6	-3	1.9	-1	41	-1	2	17
